PGC1a acetyl inh – modulators of PGC1a acetylation. inhibition, % at 15.6 µM. 0.17% of 350,000 active. AID 651687. U2OS PGC1a acetylation, AlphaScreen anti-acetyl-lysine; with virally co-expressed GCN5 acetyltransferase;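 active = every replicate shows inhibition of at least 40%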;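 also: 0% = neutral control wells and 100% = positive control wells; some results beyond the cut were filed as inactive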
PAX8 reporter – PAX8 transcriptional activity inhibition | 1.2% of 360,000 active | AID 652154 | inhibition, % at 12.6 µM | RMG-I TPO-luciferase reporter, SteadyGlo, 24 h;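 active = mean replicate inhibition at least 60% with every replicate also reaching 60%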;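 also: luciferase light reporting Pax8 driven TPO promoter activity; plate controls were median of neutral control wells for no effect and mitoxantrone controls for full effect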
FN deposition inh – fibronectin deposition inhibition. AH1F fibroblasts, Alexa488-fibronectin deposition fluorescence, overnight. inhibition, % at 12.6 µM. 0.086% of 350,000 active. AID 743247;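 active = mean inhibition across replicates of 30% or more, regardless of how many single replicates reach that level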;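 also: positive control wells lacked labelled fibronectin entirely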
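Assay system: AH1F fibroblast monolayer, labelled fibronectin deposition. Amount: 10000 cells per well. Also added: labelled fibronectin 24 nM. Compound: single-point pinned compound. Incubation: cell attachment 1 h, compound and FN exposure overnight. Detection: fluorescence after three HBSS washes, excitation 485 nm, emission 525 nm. Read-out: inhibition of fibronectin deposition signal.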
EWS-Fli block – inhibitors of EWS/Fli oncoprotein transcriptional activity; 0.67% of 350,000 active; A673 NR0B1-luciferase reporter, viability-normalised; inhibition, % at 12.6 µM; AID 651661;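 active = mean inhibition of at least 50% after viability correction, with every replicate also passing that limit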;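 also: firefly luciferase signal divided by Alamar Blue viability fluorescence both relative to DMSO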
ERAP1 inh – blocks human ERAP1 aminopeptidase activity; Q9NZ08; recombinant ERAP1, Leu-AMC fluorescence, 60 min; inhibition, % at 10.7 µM; 0.15% of 340,000 active; AID 652197;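 active = mean replicate inhibition of at least 30%, or all replicates individually reaching that 30% level; inactive = mean below 30% and not every replicate reaching it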;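 also: 0% = neutral control wells and 100% = L-leucinethiol positive control wells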
Target sequence (Q9NZ08 whole entry, looked up): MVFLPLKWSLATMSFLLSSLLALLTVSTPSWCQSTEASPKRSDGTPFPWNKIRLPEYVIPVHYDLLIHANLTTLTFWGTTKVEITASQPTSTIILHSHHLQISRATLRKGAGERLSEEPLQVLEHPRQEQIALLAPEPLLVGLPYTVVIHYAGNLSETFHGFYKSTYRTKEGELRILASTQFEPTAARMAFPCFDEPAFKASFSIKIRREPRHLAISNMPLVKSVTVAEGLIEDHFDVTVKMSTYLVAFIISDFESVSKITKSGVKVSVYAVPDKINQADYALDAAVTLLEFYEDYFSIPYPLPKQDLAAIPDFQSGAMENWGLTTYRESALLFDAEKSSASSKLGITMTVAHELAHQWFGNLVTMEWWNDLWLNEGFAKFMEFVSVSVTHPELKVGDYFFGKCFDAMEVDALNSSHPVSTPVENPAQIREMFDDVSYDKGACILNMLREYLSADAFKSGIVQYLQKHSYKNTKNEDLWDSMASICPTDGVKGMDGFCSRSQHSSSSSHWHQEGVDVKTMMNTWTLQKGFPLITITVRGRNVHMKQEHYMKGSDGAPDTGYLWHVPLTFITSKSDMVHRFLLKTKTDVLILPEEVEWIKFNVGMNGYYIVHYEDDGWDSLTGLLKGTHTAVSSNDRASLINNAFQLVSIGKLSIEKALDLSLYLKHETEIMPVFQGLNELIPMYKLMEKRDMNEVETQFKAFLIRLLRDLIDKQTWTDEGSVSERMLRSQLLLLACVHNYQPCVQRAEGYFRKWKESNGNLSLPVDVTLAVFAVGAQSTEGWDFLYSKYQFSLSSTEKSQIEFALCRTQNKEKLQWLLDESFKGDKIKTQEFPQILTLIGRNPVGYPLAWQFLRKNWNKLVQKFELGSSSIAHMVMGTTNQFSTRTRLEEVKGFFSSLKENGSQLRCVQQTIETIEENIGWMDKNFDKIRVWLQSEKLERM
PglD DTNB – PglD (C. jejuni) enzyme inhibition; 0.098% of 360,000 active; purified PglD enzyme, DTNB colorimetric CoA detection; inhibition, % at 12.5 µM; in the data active = inhibition above about 16%, passing the limit was not always enough; also: strong numbers were not always called active
LGR2 antag – Drosophila LGR2 receptor signaling inhibition | HEK293 LGR2, CRE-luciferase, bursicon-stimulated, 4 h | inhibition, % at 9.99 µM | 0.35% of 380,000 active | AID 720647;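 active = drop in luminescence signal, shown as inhibition above about 50% in the replicate tests, limit read from the data, passing the limit was not always enough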;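 also: agonist challenge used bursicon conditioned medium at about half maximal strength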
S100A4 inh HTS – blocks human S100A4 binding to myosin IIA peptide. P26447. S100A4/TAMRA-MyoIIA peptide fluorescence polarization. inhibition, % at 10.7 µM. 0.14% of 360,000 active;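 active = mean inhibition of at least 70% across replicates, with every replicate also reaching that level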
Target sequence (P26447 whole entry, looked up): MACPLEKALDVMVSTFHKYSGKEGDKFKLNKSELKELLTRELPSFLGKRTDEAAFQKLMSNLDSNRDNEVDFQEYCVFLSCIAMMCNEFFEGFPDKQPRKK
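Test system – S100A4 monomer (human) · Compound – single-point compound testing · Schedule – 5 min incubation before reading · Probe or stimulus – TAMRA-labelled myosin IIA heavy-chain peptide probe, 5 nM · Benchmarks – neutral control DMSO, positive control TFP · Medium – Calcium-containing HEPES buffer, pH 7.2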
* hit, by the source's call; . = not tested or not shown.

SMILES | PGC1a acetyl inh | PAX8 reporter | FN deposition inh | EWS-Fli block | ERAP1 inh | PglD DTNB | LGR2 antag | S100A4 inh HTS
CCOC(=O)C1=C(C(=O)OCC)N(CC2CCCCC2)CCC1=O | . | -10 | 6 | -6 | 2 | 0 | -6 | -2
COCC(=O)Nc1ccc(S(=O)(=O)Nc2nccs2)cc1 | -11 | 4 | -3 | 11 | 0 | -6 | -6 | -4
Fc1ccc(-c2nc3c(-c4ccc(F)cc4)cnn3cc2CCN2CCOCC2)cc1 | 4 | 5 | -3 | -3 | 2 | -4 | 11 | 4
O=C(Nc1ccc(F)c(F)c1)C1CCCN(S(=O)(=O)c2cccc3nonc23)C1 (stereo unspecified) | 0 | 1 | -6 | -6 | -2 | -1 | -4 | -5
C[C@H]1CN([C@@H](C)CO)C(=O)Cc2cc(NC(=O)Cn3cnnn3)ccc2O[C@@H]1CN(C)S(=O)(=O)c1cn(C)cn1 | 2 | 6 | . | 1 | -2 | -1 | -7 | -4
CCCn1c(=O)c(C(=O)Nc2cc(C)ccn2)c(O)c2ccccc21 | 0 | -15 | 2 | -3 | -1 | -3 | -20 | -1
CC1CCN(CCCOc2ccc(OCc3ccccc3)cc2)CC1 | -27 | . | -2 | . | 3 | 3 | -19 | -1
CC(=O)N(C)C[C@@H]1Oc2ncc(C#Cc3ccccc3)cc2C(=O)N([C@H](C)CO)C[C@@H]1C | 7 | . | . | -13 | -1 | 2 | -4 | 1
CCCN1[C@@H]2c3ccc(C4=CCCCC4)c(=O)n3C[C@@H]2[C@@H](CO)[C@@H]1C(=O)OC | . | . | . | -1 | -2 | 2 | -3 | 1
Cc1nn(C(C)C)c(C)c1CN1CCCC(CCC(=O)NCc2ccccc2F)C1 (stereo unspecified) | . | 4 | -2 | -2 | -1 | . | 15 | -10
CCn1nnc(-c2ccccc2NS(=O)(=O)c2ccc(C(=O)OC)cc2)n1 | -3 | . | -1 | . | . | 1 | 6 | .
COc1ccc(Br)cc1CN1CCSCC1 | 0 | 17 | 7 | 2 | -1 | -7 | 0 | -2
O=C(NCCc1ccc(F)cc1)c1ccc([N+](=O)[O-])cc1 | . | -134 | -10 | -73 | 5 | -4 | -35 | -1
N=c1c2c3c(sc2ncn1CCCN1CCOCC1)CCCCC3 | -4 | 6 | 3 | . | . | 6 | . | .
COC(=O)CCCCC1SCC2NC(=O)NC21O (stereo unspecified) | 8 | . | . | -1 | 2 | . | -4 | 0
Cc1ccc(S(=O)(=O)N(C)C[C@H]2Oc3ccc(NC(=O)Nc4cccc5ccccc45)cc3C(=O)N([C@H](C)CO)C[C@@H]2C)cc1 | -3 | 10 | . | 4 | . | . | 0 | .
COC(=O)C(C(C)C)N1CCc2c(C)nc3c(C#N)cnn3c21 (stereo unspecified) | . | 2 | 0 | 12 | -1 | . | -4 | 2
COc1ccc(NS(=O)(=O)c2ccc(C(=O)OC(C)C(=O)N3CCOCC3)cc2)cc1 (stereo unspecified) | . | -6 | -1 | . | 0 | -3 | 6 | 6
CCOC(=O)N1CCN(C(=O)c2ccc3nc(-c4ccccc4)c(-c4ccccc4)nc3c2)CC1 | -5 | 15 | 6 | 7 | -1 | 0 | 3 | 6
ClC1(Cl)CC1Cn1c(C2CC2)nc2ccccc21 (stereo unspecified) | -3 | -6 | 0 | -7 | -1 | . | -1 | -4
C[C@H](NC(=O)c1nc[nH]c1C(=O)NCc1ccc(CNC(=O)OC(C)(C)C)cc1)C(=O)OC(C)(C)C | 4 | 4 | -6 | 6 | -2 | 4 | -11 | -6
O=C(NC(=S)Nc1ccccc1N1CCCCC1)c1ccc(F)cc1Cl | -8 | 5 | . | . | -1 | -1 | 2 | 0
CCNC(=O)[C@@H]1[C@@H](CO)[C@@H]2Cn3c(ccc(/C=C/c4ccccc4)c3=O)[C@H]1N2C(=O)c1ccncc1 | . | . | -2 | 0 | 1 | 2 | -23 | 4
Cc1ccc(S(=O)(=O)Nc2ccc3c(c2)C(=O)N([C@H](C)CO)C[C@@H](C)[C@H](CN(C)C(=O)Nc2ccc(F)cc2)O3)cc1 | -1 | -11 | . | 6 | 2 | 1 | 3 | -35
CC(=O)NC(Cc1ccccc1)C(=O)OCC(=O)c1ccc(Br)cc1 (stereo unspecified) | -1 | 3 | 8 | . | . | 0 | 7 | .
O=C(COC(=O)c1ccc([N+](=O)[O-])o1)NC1CCCc2ccccc21 (stereo unspecified) | -2 | 9 | 3 | 1 | -1 | -2 | 10 | 3
CN(C)S(=O)(=O)c1cccc(NC(=O)CN2C(=O)NC(CCc3ccccc3)C2=O)c1 (stereo unspecified) | . | -8 | 8 | 20 | 0 | . | . | 2
COc1ccc(NC(=O)N(CCc2ccccc2)Cc2cc3c(C)cc(C)cc3[nH]c2=O)cc1 | 5 | -28 | -38 | . | . | -4 | . | .
COc1ccc2c3c([nH]c2c1)[C@H](CO)N(S(C)(=O)=O)CC31CCN(CC2CCCCC2)CC1 | . | -3 | . | 2 | 1 | . | -23 | 30
COc1ccccc1CNC(=O)C1Cc2cc(S(=O)(=O)N3CCCC3)ccc2N1C(C)=O (stereo unspecified) | 5 | 9 | 10 | . | 6 | -1 | -2 | 7
Cc1[nH]c(=O)[nH]c(=O)c1NC(=O)CSc1ncccc1-c1nc2ccccc2[nH]1 | -9 | . | . | -60 | -4 | -2 | -19 | -5
N=c1sccn1CC(=O)Nc1cc(S(=O)(=O)N2CCCC2)ccc1Cl | . | 0 | 13 | 2 | 2 | 1 | -7 | -5
Clc1cccc(Cl)c1/C=N\Nc1nccs1 | 3 | . | . | . | -1 | 0 | 3 | -3
C[C@@H]1CN([C@H](C)CO)C(=O)Cc2cc(NS(=O)(=O)c3ccccc3)ccc2O[C@@H]1CN(C)S(=O)(=O)c1ccc(F)cc1 | 5 | -6 | . | 10 | . | 1 | -16 | .
NNC(=O)c1cc(C23CC4CC(CC(C4)C2)C3)[nH]n1 | -5 | -9 | 19 | 29 | 1 | 4 | . | 12
CC(C)(C)NS(=O)(=O)c1ccc(NC(=O)Cc2ccccc2[N+](=O)[O-])cc1 | . | 1 | 1 | 10 | 5 | . | . | -2
CCOC(=O)c1cc2c(ccc3nc(C)c(C)c32)[nH]c1C | -2 | -55 | -1 | -14 | 4 | -4 | 2 | -10
O=C(Nc1ccc(S(=O)(=O)C(F)F)cc1)c1ccc2c(=O)n3c(nc2c1)CCC3 | . | 16 | 1 | 14 | 1 | . | 14 | -4
C[C@H](CO)N1C[C@H](C)[C@@H](CN(C)S(=O)(=O)c2cccc(F)c2)Oc2ncc(C#CC3CC3)cc2C1=O | -25 | . | . | -4 | 2 | 0 | 26 | 8
Cc1c(O)ccc2c3c(c(=O)oc12)CCCC3 | 5 | 15 | -7 | . | . | -2 | . | .
CCOCCCn1c(SCC(=O)Nc2ccc3[nH]c(=O)[nH]c3c2)nc2ccccc2c1=O | . | 8 | -7 | -5 | 0 | . | 9 | 1
COc1ccc(OC)c(C2=Nn3c(nnc3-c3cc(OC)c(OC)c(OC)c3)SC2)c1 | -16 | . | -3 | . | . | 0 | 20 | .
Nc1nc(N)nc(-c2ccccc2-c2nc(N)nc(N)n2)n1 | 4 | 13 | 0 | 8 | -2 | 7 | 1 | -13
CCCC1(C(=O)OCC)NC(c2ccco2)C2C(=O)N(C)C(=O)C21 (stereo unspecified) | . | -4 | . | 6 | -2 | -2 | -5 | 5
Cc1ccc(SCC(=O)Nc2c(Br)cnn2C)cc1 | -6 | 32 | 2 | -2 | -1 | -3 | 0 | 0
NC(=O)c1ccsc1NC(=O)COC(=O)c1cnccn1 | 4 | 5 | -7 | -1 | -1 | 1 | 5 | -10
O=C1NCC(=O)N(Cc2ccccc2)/C1=C/c1ccccc1 | -8 | -3 | -3 | -4 | -6 | -3 | 8 | 0
COc1ccc(OC)c(C=Cc2ccc([N+](=O)[O-])cc2)c1 | -5 | -11 | -10 | -1 | -1 | -8 | -3 | 4
CCS(=O)(=O)Nc1ccc2c(c1)C(=O)N(C)C[C@H](OC)[C@@H](C)CN(CCC(F)(F)F)[C@@H](C)CO2 | 8 | -11 | 6 | -79 | . | 0 | 15 | -3
COc1ccc(-c2cn(CC[C@@H]3CC[C@@H](NC(=O)c4cnccn4)[C@@H](CO)O3)nn2)cc1 | -24 | -1 | -4 | 6 | 2 | 1 | 11 | -5
O=[N+]([O-])c1cc(C(F)(F)F)ccc1NCCc1ccncc1 | . | 2 | 4 | -5 | 0 | . | 0 | -7
O=C(C[C@H]1CC[C@@H]2NC[C@H](O)COC[C@H]2O1)N1CCc2ccccc2C1 | -1 | 6 | 6 | 4 | . | 5 | 10 | .
CC(=O)Nc1nc2ccccc2n1Cc1ccccc1 | -1 | . | . | 13 | 4 | -4 | 0 | 0
O=C(N/N=C/c1ccc(-c2cccc([N+](=O)[O-])c2)o1)c1ccc([N+](=O)[O-])cc1 | . | 2 | -7 | 15 | 0 | . | 34 | 0
CC(C)OCCCNc1nc(Cl)nc2c1cnn2C | 12 | 2 | . | -6 | -3 | 4 | -1 | -3
OC(c1ccc(F)c(F)c1)c1ncc(-c2cccc(C(F)(F)F)c2)[nH]1 (stereo unspecified) | . | 26 | 2 | -4 | -3 | 6 | 3 | -4

Compounds above that contain an NH in an aromatic ring (8):
SMILES | PGC1a acetyl inh | PAX8 reporter | FN deposition inh | EWS-Fli block | ERAP1 inh | PglD DTNB | LGR2 antag | S100A4 inh HTS
C[C@H](NC(=O)c1nc[nH]c1C(=O)NCc1ccc(CNC(=O)OC(C)(C)C)cc1)C(=O)OC(C)(C)C | 4 | 4 | -6 | 6 | -2 | 4 | -11 | -6
COc1ccc(NC(=O)N(CCc2ccccc2)Cc2cc3c(C)cc(C)cc3[nH]c2=O)cc1 | 5 | -28 | -38 | . | . | -4 | . | .
COc1ccc2c3c([nH]c2c1)[C@H](CO)N(S(C)(=O)=O)CC31CCN(CC2CCCCC2)CC1 | . | -3 | . | 2 | 1 | . | -23 | 30
Cc1[nH]c(=O)[nH]c(=O)c1NC(=O)CSc1ncccc1-c1nc2ccccc2[nH]1 | -9 | . | . | -60 | -4 | -2 | -19 | -5
NNC(=O)c1cc(C23CC4CC(CC(C4)C2)C3)[nH]n1 | -5 | -9 | 19 | 29 | 1 | 4 | . | 12
CCOC(=O)c1cc2c(ccc3nc(C)c(C)c32)[nH]c1C | -2 | -55 | -1 | -14 | 4 | -4 | 2 | -10
CCOCCCn1c(SCC(=O)Nc2ccc3[nH]c(=O)[nH]c3c2)nc2ccccc2c1=O | . | 8 | -7 | -5 | 0 | . | 9 | 1
OC(c1ccc(F)c(F)c1)c1ncc(-c2cccc(C(F)(F)F)c2)[nH]1 (stereo unspecified) | . | 26 | 2 | -4 | -3 | 6 | 3 | -4

High-throughput results (PubChem)

Not a hit list (roughly 2.1% active in at least one column).
